Screening data deposited in PubChem BioAssay by NCI.
Growth percent in the NCI-60 one-dose screen (48 h, 10 µM unless noted): 100 = growth as untreated, 0 = no growth, -100 = all killed.
NCI-H23: NCI-H23 lung cancer; actives 4% (n = 80,000); AID 1794731
COLO 205: COLO 205 colon cancer. actives 7.3% (n = 79,000). AID 1794742
NCI/ADR-RES: NCI/ADR-RES ovarian cells; actives 4.4% (n = 81,000)
SK-OV-3: SK-OV-3 ovarian cancer cells. actives 3.2% (n = 80,000). AID 1794785
IGROV1: IGROV1 ovarian cancer; actives 4.7% (n = 79,000)
NCI-H460: NCI-H460 lung cancer. AID 1794736. actives 6.8% (n = 82,000)
NCI-H522: NCI-H522 lung cancer. actives 8% (n = 78,000). AID 1794739
NCI-H322M: NCI-H322M lung cancer; actives 2.7% (n = 80,000)
NCI-H226: NCI-H226 lung cancer | actives 3.5% (n = 79,000) | AID 1794732
* hit, by the source's call; . = not tested or not shown; & = joins results of further samples. Rule for the calls: active = growth percent below 10; inactive = the rest.

molecule	NCI-H23	COLO 205	NCI/ADR-RES	SK-OV-3	IGROV1	NCI-H460	NCI-H522	NCI-H322M	NCI-H226
CCC(=O)Cc1ccc2ccccc2n1	96	.	95	.	110	107	109	98	95
C#CCOc1c(OC)cc2c3c1-c1cc4c(cc1CC3OCC2)OCO4 (centres undefined)	94	108	94	105	84	99	95	100	.
C=C1C(=O)O[C@H]2[C@H]1CC/C(COC(=O)Nc1nc3ccccc3[nH]1)=C\CC[C@@]1(C)O[C@@H]21	71	17	92	89	28	91	-27*	105	80
O=C1/C(=C/c2ccccn2)CCc2ccccc21	105	.	106	87	114	102	90	113	98
CN(C)c1ccc(C2C(C/C(N)=N\O)=C(N)Oc3ccc4ccccc4c32)cc1 (centres undefined)	89	107	91	102	49	90	95	93	76
Cc1cc(=O)[nH]c(N)n1	103&95&98&114	104&108&105&114	104&106&101&112	110&88&105&120	114&110&115&89	110&114&104&103	92&87&105&87	104&98&109&118	98&99&105&109
CC(C)CN1CC(C)C(=O)N(c2ccccc2)C1=O (centres undefined)	110	125	110	106	119	108	103	111	112
O=c1[nH]c(N2CCc3ccccc3C2)nc2scc(-c3ccccc3)c12	95	101	99	104	97	101	.	92	104
CC(C)(C)c1ccc(C(=O)Nc2ccc(C(=O)NNC(=O)CCCCCCCC(=O)NNC(=O)c3ccc(NC(=O)c4ccc(C(C)(C)C)cc4)cc3)cc2)cc1	100	107	84	90	80	83	42	73	78
CC(C)Cc1ccc(C(C)C(=O)NCc2ccc(Cn3c(=O)sn(CCI)c3=O)cc2)cc1 (centres undefined)	92	.	102	.	94	96	81	105	85
CSc1nc(Oc2ccc(NC(C)=O)cc2)c(C#N)c(-c2cccc([N+](=O)[O-])c2)n1	92	118	103	101	94	100	94	100	90
CCOC(=O)Sc1nc2ncncc2[nH]1	108	117	108	116	114	111	105	100	107
C[S+](C)CCCN	103	133	110	113	106	114	104	104	106
CCc1cccc(CC)c1NC(=O)c1ccc(CN2CCc3ccccc3C2)cc1	99	97	97	96	102	100	102	101	97
O=C(CC(C[N+](=O)[O-])c1ccccc1)c1ccccc1 (centres undefined)	101	111	103	95	.	106	96	105	94
COc1cc(F)c(/C=C/c2cc(/C=C/c3cc(OC)c(OC)cc3F)n(-c3ccccc3)n2)cc1OC	99	109	93	107	104	98	88	105	92
CCOC(=O)c1cnn(CC(O)CC)c1NC(=O)NCc1ccc(F)cc1 (centres undefined)	89	120	94	107	87	107	64	92	101
Cn1cc(-c2csc(-c3cn(CCN)c4ccccc34)n2)c2cccnc21	59	21	44	64	40	25	66	71	66
O=C(CCNc1nc2ccccc2[nH]1)Nc1nc2ccccc2[nH]1	97	102	103	102	95	98	106	94	.
CCN1CCN(C(=O)[C@]23CCC(C)(C)C[C@@H]2C2=CC[C@@H]4[C@@]5(C)CCC(=O)C(C)(C)[C@@H]5CC[C@@]4(C)[C@]2(C)CC3)CC1	65	44	40	70	65	26	45	81	71
CSc1nc(N)c(N=Nc2ccc(S(=O)(=O)Nc3nnc(C)s3)cc2)c(=O)[nH]1	107	96	113	97	126	106	103	109	100
O=C1c2cc3c(cc2-c2c1c1cc(Cl)c(Cl)cc1c(=O)n2CCCn1ccnc1)OCO3	-19*	6.2*	4.5*	-3.8*	24	6.5*	1.5*	23	-3.8*
COc1ccc(N=Nc2c(N)nn3c(-c4ccc(OC)cc4)ccnc23)cc1	85	110	64	119	96	95	55	86	76
O=C(CNc1nc2ccccc2[nH]1)Nc1nc2ccccc2[nH]1	99	111	103	109	103	100	91	115	.
Oc1ccc(C2CCc3ccccc32)cc1 (centres undefined)	99	111	110	111	.	97	.	91	98

Structures listed so far that have an aryl thioether with sulfur outside any ring (2):
molecule	NCI-H23	COLO 205	NCI/ADR-RES	SK-OV-3	IGROV1	NCI-H460	NCI-H522	NCI-H322M	NCI-H226
CSc1nc(Oc2ccc(NC(C)=O)cc2)c(C#N)c(-c2cccc([N+](=O)[O-])c2)n1	92	118	103	101	94	100	94	100	90
CSc1nc(N)c(N=Nc2ccc(S(=O)(=O)Nc3nnc(C)s3)cc2)c(=O)[nH]1	107	96	113	97	126	106	103	109	100

Remaining list, next part.
molecule	NCI-H23	COLO 205	NCI/ADR-RES	SK-OV-3	IGROV1	NCI-H460	NCI-H522	NCI-H322M	NCI-H226
COc1cccc(-c2nc3sccn3c2-c2ccnc(NCCCNS(=O)(=O)c3cccc(Cl)c3)c2)c1	39	40	13	68	51	65	44	77	34
Clc1cc2nc3c(nc2cc1Cl)-c1cccc2cccc-3c12	82	104	101	89	70	93	84	92	89
CCSc1nc(-c2cnccn2)cc(-c2cccs2)c1C#N	84	108	101	99	69	101	.	103	91
O=C1NC(=S)S/C1=C\N1N=C(c2ccc(F)cc2)CC1c1ccc(F)cc1 (centres undefined)	100	126	102	110	100	101	87	101	99
CCOC(=O)CC(O)(CC(=O)OCC)C(=O)OCC	98	103	104	110	110	108	105	96	107
CC(=O)Nc1cc(S(=O)(=O)O)cc2cc(S(=O)(=O)O)c(N=Nc3ccccc3)c(O)c12	101&96	109&100	105&107	104&128	101&117	103&104	82&112	92&112	105&100
O=C(COc1ccc(/C=C2\CCc3ccccc3C2=O)cc1)c1ccc([N+](=O)[O-])cc1	97	134	101	109	.	111	79	121	102
COc1cc(/C=N/NC(=O)c2ccc(OCc3nc4ccc(Cl)cc4[nH]3)cc2)cc(OC)c1OC	35	29	81	98	43	45	26	55	36
COC(=O)Nc1ccc(NC(=O)OC)cc1	98	111	104	91	120	106	74	100	97
C=C1C(=O)O[C@H]2[C@H]1CC/C(COC(=O)NCc1ccc(Cn3c(=O)sn(CCCC)c3=O)cc1)=C\CC[C@@]1(C)O[C@@H]21	81	-25*	103	107	36	95	-56*	105	78
Cc1cc2c(cc1C)C(=O)c1ccccc1C2=O	108	103	98	99	102	108	110	97	98
O=C=Nc1ccccc1[N+](=O)[O-]	101	118	107	114	120	115	.	138	107
Cc1ccc(C(=O)c2ccc(C)cc2)cc1	98&96	100	93	107&101	99&86	105&101	94&89	94&97	95&92
CCCCCCCn1cc2c(NCCc3cccc(Br)c3)ncnc2n1	.	127	92	101	94	94	69	99	103
Cc1ccc(S(=O)(=O)NC(CCCNC(=O)OCc2ccccc2)C(=O)O)cc1 (centres undefined)	105	116	104	110	100	113	93	106	107
O=C1C2C3C=CC(O3)C2C(=O)N1c1ccccc1 (centres undefined)	110&101	99&107	105&99	105&109	108&119	100&108	104&95	114&100	109
Cc1[nH]c(C(=O)N2CCOc3ccc(S(=O)(=O)N4CCOCC4)cc32)c2c1C(=O)CCCC2	98	.	103	.	103	103	85	96	.
CCCCNC(=O)c1cc([N+](=O)[O-])cc(C2CCCCC2)c1O	8.3*	56	50	40	43	30	25	55	29
C#CCN(C)CCCOc1ccc(N(CC)C(=O)c2cc(C(C)C)c(O)cc2O)cc1Cl	-5.9*	4.6*	-33*	7.8*	0.4*	-52*	-15*	23	-14*
CCC(=O)Nc1cc(C)ccc1C	104	107	97	103	98	97	94	100	99
CCC(C)c1c(NC(=O)c2ccccc2)o[nH]c1=O (centres undefined)	110	111	98	115	85	113	97	122	96
Nc1ccccc1Nc1ccc([N+](=O)[O-])c2nonc12	91	102	100	87	70	95	88	98	77
CCCCN(CCCC)CCNc1ccc(Cl)c2oc3cc(C)ccc3c(=O)c12	98	95	96	100	77	103	84	97	96
O=C(CSc1nnnn1-c1ccccc1)c1cc2cc(Br)cc(Br)c2oc1=O	104	102	105	97	110	103	83	104	94
COc1cc(-c2cc(-c3ccc(N(C)C)cc3)nc(N3CCOCC3)c2C#N)cc(OC)c1OC	60	20	4.2*	56	42	15	0.2*	36	20

Brought forward from above: 4 entries; new compounds follow.
molecule	NCI-H23	COLO 205	NCI/ADR-RES	SK-OV-3	IGROV1	NCI-H460	NCI-H522	NCI-H322M	NCI-H226
Nc1ccccc1Nc1ccc([N+](=O)[O-])c2nonc12	91	102	100	87	70	95	88	98	77
CCCCN(CCCC)CCNc1ccc(Cl)c2oc3cc(C)ccc3c(=O)c12	98	95	96	100	77	103	84	97	96
O=C(CSc1nnnn1-c1ccccc1)c1cc2cc(Br)cc(Br)c2oc1=O	104	102	105	97	110	103	83	104	94
COc1cc(-c2cc(-c3ccc(N(C)C)cc3)nc(N3CCOCC3)c2C#N)cc(OC)c1OC	60	20	4.2*	56	42	15	0.2*	36	20
O=C(CCC(=O)Oc1c(Cl)cc(Cl)cc1[N+](=O)[O-])Oc1c(Cl)cc(Cl)cc1[N+](=O)[O-]	96	134	101	109	101	125	111	121	108
CCCn1cnc2c(NCc3ccc(C)s3)nc(N[C@H](CC)CO)nc21	97	104	99	94	88	100	91	95	91
COc1ccc2c(c1)sc1nc(-c3ccc(Br)cc3)cn12	100	129	92	117	-24*	117	.	100	101
COc1ccc(-c2cc(-c3ccccc3)nn(CC(=O)N3CCN(c4ccc(F)cc4)CC3)c2=O)cc1	99	109	103	100	115	107	100	103	95
O=C(CCC1CCCC1)c1ccccc1	96	115	106	103	95	101	.	98	95
COc1ccc([N+](=O)[O-])c(/C=C/C(=O)c2ccccn2)c1	91	89	.	96	61	89	90	83	84
CC(C)N(C(=S)SSC(=S)N(C(C)C)C(C)C)C(C)C	101	112	104	112	92	110	76	108	109
COC(=O)[C@@]1(C)CC[C@]2(C)CC[C@]3(C)[C@@H](NC(=O)C[C@@H]4[C@@]5(C)CCC(=O)NC(C)(C)[C@@H]5CC[C@]43C)[C@@H]2C1	102	98	98	102	101	94	91	99	99
CC1(C)O[C@@H]2CC3C4CCC5=CC(=O)CCC5(C)C4(F)C(O)CC3(C)[C@]2(C(=O)CCl)O1 (some centres undefined)	87	97	94	54	98	98	98	107	84
CC1=C[C@H]2C[C@H](C)[C@H]3CC[C@H](C)C4=C3[C@@H](OC4=O)[C@@]2(C)C1	.	100	102	91	100	105	98	92	101
CN(C)c1ccc(Cc2cc(-c3ccccc3)nn(C/C(=N/O)c3ccccc3)c2=O)cc1	57	58	44	95	69	43	41	80	60
CS(=O)(=O)c1cccc(-c2c(-c3cccc(OCc4ccccc4)c3)nc3sccn23)c1	83	115	91	100	83	97	76	.	81
Cc1nnc(SCc2nc3sc4c(c3c(=O)[nH]2)CCCC4)s1	105	114	106	95	.	101	100	95	89
CCCCOC(=O)Cn1c(=O)c2nc3cc(-c4ccc(F)cc4)oc3nc2n(C)c1=O	91	109	99	103	100	102	94	106	93
Cc1ncc(C)c2c([N+](=O)[O-])cccc12	99	112	.	109	116	106	93	103	104
O=C(Nc1ccc(Cl)cc1)P(=O)(O)c1ccccc1	111	109	113	110	102	103	90	110	82
N#C/C(=C\c1ccc(Cl)cc1Cl)C(=O)N1c2ccccc2Sc2ccccc21	.	117	106	120	104	109	101	101	120
O=C(O)c1cccc(Br)c1	102&111	115	106&98	106&104	104&105	105&115	86&103	96&96	98
O=C(O)Cc1nnc(CCC(=O)c2nc3ccccc3[nH]2)o1	98	99	104	100	91	100	89	86	94
COc1ccc(-c2cc(-c3ccc(Cl)cc3)nc3nc(NN)[nH]c(=O)c23)cc1	95	102	100	104	106	100	85	104	95
N#Cc1c(N)nc2c3c(N)n4c(nc3nn2c1=Nc1ccc(Cl)cc1)sc1cc([N+](=O)[O-])ccc14	94	108	100	.	92	102	78	98	89
CCCCCCOc1ccc(/C(C)=N/Nc2cc(C)nc3ccc(Br)cc23)cc1	94	108	90	99	94	110	95	96	98
O=C(O)c1ccccc1Nc1cccc2c1C(=O)c1cccc(Nc3ccccc3C(=O)O)c1C2=O	99	102	109	77	58	112	90	90	96
CCCCCOC(=S)S	100	110	107	93	111	108	101	116	102
CCNC(=O)Oc1ccc(/C(=C(/C)Cc2ccc(OC)cc2)c2ccc(OCCN(C)C)cc2)cc1	83	68	79	93	90	74	85	91	91
Cc1cccc(-c2nc(Nc3ccc(S(N)(=O)=O)cc3)c3ccccc3n2)c1	98	121	95	113	102	103	104	102	101
Cc1ccc(-c2nnc3c4ccccc4c(C)nn23)cc1S(N)(=O)=O	95	104	103	103	86	86	78	93	84
COc1cc(C2CCc3nc4ccccc4n32)cc(OC)c1OC (centres undefined)	98	112	97	113	112	108	91	106	.
N#CCCNCCC#N	99	108	108	98	105	107	84	92	97
O=C(N=Nc1c(O)[nH]c2ccccc12)c1cc2ccccc2[nH]1	102	121	102	121	91	101	84	100	103
O=C(CCc1nnc2sc(CCl)nn12)c1nc2ccccc2[nH]1	101	.	102	107	101	107	111	101	100
COc1ccc(/C=C/C(=O)c2ccc(NC(=O)N3CCN(c4cc5c(cc4F)c(=O)c(C(=O)O)cn5C4CC4)CC3)cc2)cc1OC	107	116	107	108	102	103	101	99	92
NC1=CC(=O)C(=O)c2cccnc21	19	99	83	94	77	.	60	.	82
COC(=O)c1cccc2c1CC[C@@H](C)[C@]21C[C@@H](c2ccoc2)OC1=O	100	112	103	96	102	103	70	93	111
Nc1ccc(C(=O)c2cccs2)cn1	106	144	112	108	99	106	92	126	114
CCN(CC)C(=O)c1cccc2c1OCO2	104	109	103	96	99	109	82	86	99
O=C(/C=C\c1ccccc1)NCCNC(=O)/C=C/c1ccccc1	111	119	106	113	109	104	104	102	104
CS(=O)(=O)c1ccc(-n2nc(C(=O)NCc3ccccc3)cc2-c2ccccc2)cc1	93	125	92	110	97	110	77	88	104
